SUMO1-SIM PPI: alters human SUMO1 binding to SIM partners; P63165; SUMO1 binding to a labelled peptide, TR-FRET, 1 h; inhibition, % at 20 µM; hit rate 0.33% among 360,000; in the data active means inhibition above about 37%
MsrA act: activates bovine MsrA enzyme. purified bovine MsrA, absorbance read-out. activation, % at 10.6 µM. hit rate 0.3% among 360,000; in the data active means activation above about 7.5%;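 further: 0% = vehicle and 100% = reference activator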
E coli Lon inh: inhibitors of E. coli Lon protease. inhibition, % at 7.94 µM. purified E. coli Lon protease, fluorescence polarization. hit rate 0.42% among 360,000. P0A9M0; in the data active means inhibition above about 13%, passing the limit was not always enough;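 further: 0% = enzyme with probe and DMSO and 100% = no enzyme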
DNMT1 block: inhibitors of human DNMT1 | P26358 | DNMT1 molecular beacon, Hinp1I cleavage, fluorescence | inhibition (reported as % activation of signal), % at 10 µM | hit rate 0.83% among 360,000 | AID 588458; in the data active means inhibition above about 50%
Tb MetRS inh: blocks T. brucei methionyl-tRNA synthetase activity | inhibition, % at 11.9 µM | AID 624268 | hit rate 0.4% among 360,000 | purified T. brucei MetRS, ATP depletion, Kinase-Glo luminescence;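 active means inhibition above a per-plate cutoff of the control wells' mean inhibition plus 3 SD, cut at about 5.5% in these data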;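 further: 0% = DMSO wells median and 100% = median of wells with control inhibitor compound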
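Dosing: 11.9 µM single point; system: parasite MetRS enzyme; technique: luminescence of leftover ATP; times: 15 min enzyme-compound preincubation, 2 h reaction, 10 min detection, 25 °C; replicates: each compound tested once; read-out basis: percent inhibition relative to median high and low control wells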
MsrA inhibitor: inhibits bovine methionine sulfoxide reductase A. inhibition, % at 15.5 µM. purified bovine MsrA, absorbance read-out. AID 651718. hit rate 0.75% among 360,000; in the data active means inhibition above about 4.5%;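 further: 0% = vehicle wells with enzyme and 100% = reference inhibitor wells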
LMPTP inh: LMPTP (human) inhibition | inhibition, % at 20 µM | recombinant LMPTP-A, OMFP fluorogenic substrate, fluorescence intensity | P24666 | hit rate 0.22% among 360,000;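 active means compounds that cut the enzyme signal by at least half of the control window in the single-dose screen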;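 further: plate controls were DMSO wells with enzyme plus substrate for no effect and substrate without enzyme for full effect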
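Test system: LMPTP-A phosphatase enzyme. Amount: LMPTP-A at 0.625 nM final in the reaction. Reagent: OMFP substrate, 400 µM final. Times: 50 min at room temperature. Signal: endpoint fluorescence intensity from OMFP dephosphorylation. Read-out basis: % inhibition. Benchmarks: no-enzyme and uninhibited controls.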
CendR NRP1 mod: modulators of CendR peptide binding to human neuropilin-1; hit rate 0.85% among 360,000; FAM-RPARPAR peptide binding to NRP-1, fluorescence polarization; inhibition, % at 25 µM; AID 602438; O14786;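 active means inhibition or corrected inhibition above about 18%, plus a signal ratio from 0.5 to 1.5, limit read from the data, passing the limit was not always enough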; further: strong numbers were not always called active
Target sequence (O14786 whole entry, looked up): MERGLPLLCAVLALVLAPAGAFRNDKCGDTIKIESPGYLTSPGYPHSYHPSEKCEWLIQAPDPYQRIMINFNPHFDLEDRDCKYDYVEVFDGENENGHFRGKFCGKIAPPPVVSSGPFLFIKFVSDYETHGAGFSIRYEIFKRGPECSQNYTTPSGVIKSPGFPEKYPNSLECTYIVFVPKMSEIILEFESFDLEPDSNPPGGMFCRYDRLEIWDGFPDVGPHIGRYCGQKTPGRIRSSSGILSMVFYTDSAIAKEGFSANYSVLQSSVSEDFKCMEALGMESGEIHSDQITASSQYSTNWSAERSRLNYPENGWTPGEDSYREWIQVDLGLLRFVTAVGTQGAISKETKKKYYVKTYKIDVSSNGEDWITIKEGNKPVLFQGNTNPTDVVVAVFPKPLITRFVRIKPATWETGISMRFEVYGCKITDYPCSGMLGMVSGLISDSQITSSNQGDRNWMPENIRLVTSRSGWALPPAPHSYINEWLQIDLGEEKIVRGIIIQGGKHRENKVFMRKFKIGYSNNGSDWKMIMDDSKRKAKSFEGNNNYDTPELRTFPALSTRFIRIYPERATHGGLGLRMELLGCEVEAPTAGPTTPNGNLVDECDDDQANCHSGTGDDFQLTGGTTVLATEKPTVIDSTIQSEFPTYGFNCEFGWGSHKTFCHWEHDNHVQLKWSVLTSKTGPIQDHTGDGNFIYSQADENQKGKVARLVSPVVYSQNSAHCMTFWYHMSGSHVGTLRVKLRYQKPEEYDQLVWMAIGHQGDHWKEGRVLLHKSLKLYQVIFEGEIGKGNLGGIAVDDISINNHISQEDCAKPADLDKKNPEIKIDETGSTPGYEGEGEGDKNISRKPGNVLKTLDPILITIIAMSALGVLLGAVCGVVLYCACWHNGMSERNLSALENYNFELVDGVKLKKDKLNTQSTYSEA
STEP block: blocks human striatal-enriched tyrosine phosphatase; recombinant STEP, OMFP fluorogenic substrate, fluorescence; AID 588621; inhibition, % at 20 µM; P54829; hit rate 0.25% among 360,000;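 active means inhibition at 20 µM, scaled per plate between control wells, above about 37%, limit read from the data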;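 further: 0% = DMSO with enzyme and substrate and 100% = substrate only without enzyme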
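System: STEP (striatal-enriched tyrosine phosphatase) enzyme, cell-free; medium: Bis-Tris pH 6.0 buffer with DTT, detergent; dosing: 20 µM, 1% DMSO; times: reaction 20 min, ambient temperature; detection: fluorescence, 480/540 nm; read-out basis: normalized % inhibition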
Scp-1 inhibitor: Scp-1 (human) phosphatase inhibition; Q9GZU7; Recombinant Scp1, phosphopeptide, malachite green phosphate absorbance; hit rate 0.88% among 340,000; inhibition, % at 20 µM;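 active means inhibition above about 50% at 20 µM, limit read from the data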;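 further: plate controls were DMSO wells with enzyme for no effect and wells lacking enzyme for full effect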
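Times: enzyme reaction 45 min at room temperature, colour 5 min, stabilisation 30 min. Material: SCP-1 catalytic fragment, aa 76-261. Medium: Acidic Tris acetate buffer with magnesium and detergent. Signal: colorimetric free-phosphate detection, absorbance 630 nm. Read-out basis: % inhibition of SCP-1 phosphate liberation. Reagent: Phosphorylated 17-residue peptide substrate.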
Active calls of the source: *; x = not tested or not shown.

canonical_smiles | SUMO1-SIM PPI | MsrA act | E coli Lon inh | DNMT1 block | Tb MetRS inh | MsrA inhibitor | LMPTP inh | CendR NRP1 mod | STEP block | Scp-1 inhibitor
CC(=O)C1=C(O)C(=O)N(c2ccc(Br)cc2)C1c1cccc(F)c1 (centres undefined) | -17.8 | -5.9 | -11.3 | -2.6 | -0.8 | 3.2 | -0.9 | -1.1 | 5.4 | -6.5
CN(c1ccccc1)S(=O)(=O)c1ccc(C(=O)NNC(=O)c2ccccc2)cc1 | -5.5 | -2.1 | -3.2 | 1.7 | -0.5 | -0.1 | -0.6 | -21.2 | -1.8 | -2.2
CN(C)c1nc(SCc2ccccc2)nc(N2CCOCC2)n1 | 0.9 | -1.1 | -2.4 | -4.4 | 0.0 | -0.6 | 0.9 | 4.6 | -0.8 | -3.6
CC1(C)CC(=O)C=C(NCC(=O)O)C1 | 1.1 | -6.3 | 0.4 | -1.0 | -1.2 | 0.0 | -1.6 | 19.1 | 1.0 | -1.0
CCN(CC(=O)Nc1c(F)cccc1F)C(=O)CCSc1ccc(F)cc1 | -3.6 | -2.8 | -2.6 | 1.9 | 1.6 | -0.7 | -1.5 | -5.9 | -4.4 | -4.8
CC1=C(C)[N+](=O)C2(O)CCCCC2(C)N1[O-] (centres undefined) | 2.6 | 0.6 | 0.1 | 0.9 | -0.1 | 1.8 | -0.1 | -0.6 | -2.6 | -9.6
CCCCCN(C(=O)CCC(=O)OCC(=O)c1cccc(OC)c1)c1c(N)n(CCCC)c(=O)[nH]c1=O | 0.4 | 3.9 | -2.8 | -0.1 | -0.2 | -1.2 | -0.5 | -1.8 | -1.2 | -6.7
COc1ccc(CCC(=O)Nc2cc(S(=O)(=O)N3CCCCC3)ccc2N(C)C)cc1 | -2.0 | -0.1 | -3.7 | -5.7 | -0.3 | 1.0 | 1.6 | 11.7 | -3.4 | -5.2
COCC1CCN(C(=O)C2CCC(=O)N(C3CCCC3)C2)CC1 (centres undefined) | 4.3 | -1.3 | -2.3 | 0.0 | 0.1 | 0.5 | -0.8 | 2.2 | 0.4 | -5.3
Cc1cc(C)c2nc(-c3ccco3)cc(C(=O)O)c2c1 | 29.2 | -4.7 | -13.0 | 41.0 | 0.2 | 0.7 | 2.5 | -112.6 | 13.9 | 49.8
CC1CCN(C(=O)CSc2nnc3c(n2)[nH]c2ccccc23)CC1 | -3.8 | 0.2 | 1.5 | 0.2 | 0.8 | 2.0 | -2.1 | 5.6 | 0.8 | 0.1
Cc1ccc(NC(/C=C/N(C)C)=C/C(=O)C(F)(F)F)c(C)c1 | -6.5 | -0.6 | -4.7 | -2.1 | 0.3 | 1.5 | 1.4 | -9.3 | 3.9 | -5.9
COc1ccc(C(CNC(=O)c2oc3cc(C)c(Cl)cc3c2C)N2CCCCC2)cc1 (centres undefined) | 0.2 | -2.9 | -4.2 | -3.0 | 0.6 | x | 2.4 | 15.6 | 3.5 | 0.0
Cc1noc(NC(=O)c2ccccc2C(F)(F)F)c1C#N | 1.0 | -1.7 | -1.7 | 1.5 | -0.7 | -1.0 | -1.5 | 4.4 | -1.3 | -6.9
CCCNC(=O)C(Cc1ccc(F)cc1)NC(=O)c1ccc(C#N)cc1 (centres undefined) | 5.6 | -2.4 | -7.1 | 7.0 | -0.2 | -0.3 | -0.1 | 9.6 | 0.6 | -5.0
COc1ccc(NC(=O)N(C)C[C@@H]2Oc3ncc(Br)cc3C(=O)N([C@@H](C)CO)C[C@@H]2C)cc1 | 2.1 | -2.2 | 1.2 | 4.8 | -1.0 | -1.0 | 0.6 | 8.3 | 4.4 | x
N#CC(C#N)=C1SC(=Nc2ccccc2)C(=Nc2ccccc2)N1c1ccccc1 | -3.7 | -1.5 | 2.2 | -18.8 | -0.2 | 0.9 | 1.5 | -6.1 | 2.7 | -0.3
CCCCOP(=O)(OCCCC)C(O)c1ccc(F)cc1 (centres undefined) | 2.6 | 5.0 | -2.3 | 1.9 | -0.1 | 1.3 | 0.2 | 15.0 | -0.3 | -12.8
Cc1cccc(NC(=O)c2ccc(N3CCOCC3)c([N+](=O)[O-])c2)n1 | -18.3 | -4.7 | -6.4 | -0.8 | -0.5 | 0.0 | -1.5 | -10.7 | 0.5 | -0.7
CCOc1ccc(C(c2c(C)[nH][nH]c2=O)c2c(C)[nH][nH]c2=O)cc1OCC | 5.6 | -0.3 | -10.4 | -13.9 | 0.2 | -0.7 | 2.9 | -15.3 | -1.7 | -2.3
COCC(=O)N[C@H]1CC[C@@H](CC(=O)OC)O[C@@H]1CO | 2.3 | x | x | x | -1.1 | 1.9 | -0.8 | 3.3 | x | x
O=C1N=C(N2CCOCC2)S/C1=C/c1ccc(-c2ccc(F)cc2)o1 | -5.3 | -4.2 | -10.5 | 0.7 | 0.2 | -0.6 | 2.6 | 2.7 | 3.3 | -1.4

Reprinted from the listing for reference:
canonical_smiles | SUMO1-SIM PPI | MsrA act | E coli Lon inh | DNMT1 block | Tb MetRS inh | MsrA inhibitor | LMPTP inh | CendR NRP1 mod | STEP block | Scp-1 inhibitor
CC1CCN(C(=O)CSc2nnc3c(n2)[nH]c2ccccc23)CC1 | -3.8 | 0.2 | 1.5 | 0.2 | 0.8 | 2.0 | -2.1 | 5.6 | 0.8 | 0.1
Cc1ccc(NC(/C=C/N(C)C)=C/C(=O)C(F)(F)F)c(C)c1 | -6.5 | -0.6 | -4.7 | -2.1 | 0.3 | 1.5 | 1.4 | -9.3 | 3.9 | -5.9
COc1ccc(C(CNC(=O)c2oc3cc(C)c(Cl)cc3c2C)N2CCCCC2)cc1 (centres undefined) | 0.2 | -2.9 | -4.2 | -3.0 | 0.6 | x | 2.4 | 15.6 | 3.5 | 0.0
Cc1noc(NC(=O)c2ccccc2C(F)(F)F)c1C#N | 1.0 | -1.7 | -1.7 | 1.5 | -0.7 | -1.0 | -1.5 | 4.4 | -1.3 | -6.9
CCCNC(=O)C(Cc1ccc(F)cc1)NC(=O)c1ccc(C#N)cc1 (centres undefined) | 5.6 | -2.4 | -7.1 | 7.0 | -0.2 | -0.3 | -0.1 | 9.6 | 0.6 | -5.0
COc1ccc(NC(=O)N(C)C[C@@H]2Oc3ncc(Br)cc3C(=O)N([C@@H](C)CO)C[C@@H]2C)cc1 | 2.1 | -2.2 | 1.2 | 4.8 | -1.0 | -1.0 | 0.6 | 8.3 | 4.4 | x
N#CC(C#N)=C1SC(=Nc2ccccc2)C(=Nc2ccccc2)N1c1ccccc1 | -3.7 | -1.5 | 2.2 | -18.8 | -0.2 | 0.9 | 1.5 | -6.1 | 2.7 | -0.3
CCCCOP(=O)(OCCCC)C(O)c1ccc(F)cc1 (centres undefined) | 2.6 | 5.0 | -2.3 | 1.9 | -0.1 | 1.3 | 0.2 | 15.0 | -0.3 | -12.8
Cc1cccc(NC(=O)c2ccc(N3CCOCC3)c([N+](=O)[O-])c2)n1 | -18.3 | -4.7 | -6.4 | -0.8 | -0.5 | 0.0 | -1.5 | -10.7 | 0.5 | -0.7
CCOc1ccc(C(c2c(C)[nH][nH]c2=O)c2c(C)[nH][nH]c2=O)cc1OCC | 5.6 | -0.3 | -10.4 | -13.9 | 0.2 | -0.7 | 2.9 | -15.3 | -1.7 | -2.3
COCC(=O)N[C@H]1CC[C@@H](CC(=O)OC)O[C@@H]1CO | 2.3 | x | x | x | -1.1 | 1.9 | -0.8 | 3.3 | x | x
O=C1N=C(N2CCOCC2)S/C1=C/c1ccc(-c2ccc(F)cc2)o1 | -5.3 | -4.2 | -10.5 | 0.7 | 0.2 | -0.6 | 2.6 | 2.7 | 3.3 | -1.4

Assay outcomes from PubChem.
